NCI-60 one-dose screen, 48 h, at 10 µM unless noted. Numbers give growth in % (100 = growth as untreated, 0 = no growth, -100 = all killed).
A549/ATCC – A549/ATCC NSCLC; 81,000 compounds, 3.7% hits; AID 1794740
CCRF-CEM – CCRF-CEM leukemia. 77,000 compounds, 7% hits
SK-MEL-5 – SK-MEL-5 melanoma; 80,000 compounds, 6.4% hits; AID 1794755
SK-MEL-28 – SK-MEL-28 melanoma. 81,000 compounds, 4.1% hits. AID 1794761
EKVX – EKVX NSCLC. 71,000 compounds, 3% hits
M14 – M14 melanoma; 80,000 compounds, 6.2% hits; AID 1794745
HOP-62 – HOP-62 NSCLC. 80,000 compounds, 3.9% hits
HOP-92 – HOP-92 NSCLC cells | 71,000 compounds, 6.3% hits
* = called active by the depositor; . = not tested or not shown; & = joins results of further samples. How the source made its calls: active means growth percent below 10; inactive means the rest.

The line under a structure holds: EKVX	SK-MEL-28	SK-MEL-5	HOP-92	HOP-62	M14	A549/ATCC	CCRF-CEM
- CCN(CC)CCOc1cc2c(cc1OC)CCC2=O
  93.5	107.3	102.5	83.6	98.7	91.9	95.7	85.4
- Nc1ccc(Br)cc1-c1n[nH]c(=O)[nH]c1=O
  .	106.8	.	.	111.6	101.9	104.9	100.7
- O=C1C=CC2(NN=C(c3ccccc3)N2c2ccccc2)c2cccc(O)c21 (stereo unspecified)
  57.9	38.2	-91.5*	116.8	21.5	8.8*	14.8	76.5
- Cn1cc(-c2nn3c(=O)cc(-c4ccccc4)nc3s2)c2cc(F)ccc21
  64.3	45.2	43.8	-3.4*	45.0	46.6	36.7	52.8
- C[C@]12CC[C@@H]3c4ccc(O)cc4CC[C@H]3[C@@H]1COC2=O
  79.0	167.3	96.3	118.8	92.6	104.3	86.5	119.8
- CC(=O)OCC1CC(COC(C)=O)C(COC(C)=O)CC1COC(C)=O (stereo unspecified)
  99.4	102.5	97.1	104.7	93.9	114.1	96.4	99.0
- COc1ccc(/C=C/C(=O)c2c(C)nc3ccccc3c2/C=C/c2ccc(C)cc2)cc1OC
  87.6	96.2	80.8	67.9	101.7	82.5	95.7	49.3
- O=C1Nc2ccccc2C2c3[nH]c4ccccc4c3CCN12 (stereo unspecified)
  90.4	108.7	89.1	70.9	69.8	102.3	86.0	97.7
- O=C(O)CCC(=O)c1cccs1
  98.9	104.4	97.8	108.5	94.3	98.5	97.7	99.6
- CCOC(=O)C1CCCC1O (stereo unspecified)
  .	105.8	108.3	.	100.9	101.0	101.9	99.1

An excerpt from the list above:
The line under a structure holds: EKVX	SK-MEL-28	SK-MEL-5	HOP-92	HOP-62	M14	A549/ATCC	CCRF-CEM
- CCN(CC)CCOc1cc2c(cc1OC)CCC2=O
  93.5	107.3	102.5	83.6	98.7	91.9	95.7	85.4
- Nc1ccc(Br)cc1-c1n[nH]c(=O)[nH]c1=O
  .	106.8	.	.	111.6	101.9	104.9	100.7

Next compounds
The line under a structure holds: EKVX	SK-MEL-28	SK-MEL-5	HOP-92	HOP-62	M14	A549/ATCC	CCRF-CEM
- Cc1ccc(C2=N[C@@H](Cc3ccccc3)C(=O)c3c(nc4ccccn34)N2)cc1
  .	108.8	86.5	88.4	75.9	97.7	94.9	102.9
- Cc1ccc(CSC2=C(Cl)CN(c3ccccc3)C2=O)cc1
  99.4	99.9	98.2	104.6	106.3	99.8	104.4	107.2
- CC(COC(=O)/C=C/c1ccccc1)CC(=O)c1c(O)cc2oc(=O)cc(-c3ccccc3)c2c1O (stereo unspecified)
  92.8	104.5	93.0	63.3	107.8	93.1	104.9	85.0
- CCCCN(C)CC#N
  .	110.7	107.3	.	114.1	99.5	107.2	.
- CC(C)c1ccc(-n2c(=S)[nH]c3sc4cc(O)ccc4c3c2=O)cc1
  103.4	103.3	98.6	80.2	102.2	94.6	106.4	102.9
- COc1ccc(/C(CSc2nnc(-c3cnccn3)n2-c2ccccc2)=N/O)cc1
  97.5	97.3	92.4	71.2	89.3	105.3	87.9	69.5
- Cc1ccc2nc(C)cc(C)c2c1
  100.9	102.8	102.0	91.2	112.8	104.0	99.9	98.4
- Cc1cc2c(c(C)c1Cl)C(=O)/C(=C/C/C=C/c1ccccc1)O2
  87.8	103.8	91.8	80.3	87.9	92.6	95.1	102.1
- CCc1ccccc1-n1c(N)c(C#N)c(-c2ccc(OC)cc2)c(C#N)c1=O
  104.6	126.3	105.2	68.9	95.8	98.1	103.0	.
- O=C(O)CCCN1C(=O)/C(=C/C(Cl)=C/c2ccccc2)SC1=S
  40.2	7.4*	38.4	14.2	88.0	9.6*	65.0	2.6*

Ordered by formula weight (smallest number first): 3 of the compounds above
The line under a structure holds: EKVX	SK-MEL-28	SK-MEL-5	HOP-92	HOP-62	M14	A549/ATCC	CCRF-CEM
- Cc1ccc(C2=N[C@@H](Cc3ccccc3)C(=O)c3c(nc4ccccn34)N2)cc1
  .	108.8	86.5	88.4	75.9	97.7	94.9	102.9
- COc1ccc(/C(CSc2nnc(-c3cnccn3)n2-c2ccccc2)=N/O)cc1
  97.5	97.3	92.4	71.2	89.3	105.3	87.9	69.5
- CC(COC(=O)/C=C/c1ccccc1)CC(=O)c1c(O)cc2oc(=O)cc(-c3ccccc3)c2c1O (stereo unspecified)
  92.8	104.5	93.0	63.3	107.8	93.1	104.9	85.0

Next section.
The line under a structure holds: EKVX	SK-MEL-28	SK-MEL-5	HOP-92	HOP-62	M14	A549/ATCC	CCRF-CEM
- Cc1ccc(-c2cc3nc4c(c(=O)n3[nH]2)CCCC4)cc1
  .	105.4	94.8	134.6	94.3	114.0	86.5	95.4
- O=[N+]([O-])c1ccc(Sc2ccc([N+](=O)[O-])cc2)cc1
  110.7	112.0	108.9	63.9	100.8	100.7	97.5	82.9
- Cc1ccc2c3c(c(=O)[nH]c2c1)C(c1ccc(Cl)cc1)c1c(ncn2nc(C)nc12)O3 (stereo unspecified)
  94.8	104.3	99.8	95.2	98.8	98.8	101.9	96.6
- COc1ccc(N=Nc2c(N)n[nH]c2N)cc1
  104.4&100.0	131.6&108.6	101.6&98.6	122.2	96.6&103.4	102.7&105.4	105.3&96.2	92.5&99.9
- c1ccc2c3c(ccc2c1)Sc1c(ccc2ccccc12)N3
  71.1	96.5	58.9	83.7	80.5	89.7	54.5	56.8
- COc1cc2cc3c4cc(OC)c(OC)cc4cc[n+]3c(C)c2cc1OC
  .	103.2	84.6	.	65.7	92.7	74.6	79.0
- [N-]=[N+]=NCCN(Cc1ccccc1)Cc1ccccc1
  92.8	96.3	85.4	93.0	91.8	94.8	90.8	117.1
- CC/C=C\C/C=C/C=C1/C(=O)C=C[C@@H]1C/C=C\CCCC(=O)O
  104.2	107.6	96.0	115.8	96.4	89.0	94.8	43.7
- CCc1nc(N)nc(N)c1C#CC(C)c1cc(-c2ccnc(C)c2)c2oc(C)nc2c1 (stereo unspecified)
  19.2	41.1	.	-0.7*	-2.8*	-9.0*	3.9*	0.5*
- COc1ccc(CCC2=C(C)Nc3ncnn3C2c2ccc(OC)cc2)cc1 (stereo unspecified)
  99.3	117.8	101.4	.	106.8	101.6	103.3	108.5
- O=S(=O)(Oc1ccc(OS(=O)(=O)c2ccccc2)cc1)c1ccccc1
  100.2	109.4	83.3	90.1	95.0	98.3	97.3	91.1
- C/C(=N\Nc1ccc(Cl)cn1)c1ccccn1
  8.4*	13.5	-61.9*	29.0	.	2.3*	6.7*	2.7*
- O=C1Nc2ccccc2C1=NC1CCCCC1
  .	115.3	94.3	.	88.3	105.7	102.7	108.3
- NS(=O)(=O)c1ccc(C(=O)N=Nc2c(O)[nH]c3ccc(Cl)cc23)cc1
  95.8	113.8	103.3	103.1	100.5	102.0	103.9	99.7
- COc1ccc2occ(/C=C3\SC(=S)N(CCC(=O)O)C3=O)c(=O)c2c1
  101.1	102.7	117.5	76.2	99.2	89.3	99.5	86.9
- O=C1c2cccc([N+](=O)[O-])c2C(=O)N1c1ccc([N+](=O)[O-])cc1
  99.2	104.1	95.9	90.1	92.6	101.1	101.2	104.8
- Cc1ccc2c(c1)nc(C)n2-c1ncnc2c1CC(C)c1cc(O)ccc1N2C (stereo unspecified)
  44.2	61.1	23.7	24.7	37.8	15.0	31.0	9.4*
- ClCC#CCSc1ncnc2c1ncn2CC#CCCl
  10.5	39.5	9.6*	.	-58.4*	2.8*	46.5	14.9
- C=C(c1ccc(N(C)C)cc1)c1ccc(N(C)C)cc1
  6.5*	31.5	-1.0*	-2.1*	23.1	-47.2*	30.8	-14.1*
- O=C1NCC(=O)N(Cc2cccc(O)c2)[C@H]1Cc1ccccc1
  99.6	113.7	99.7	98.0	83.3	107.5	78.8	79.8
- O=C1CC2(CCCCC2)Oc2ncccc21
  100.1	113.4	104.1	110.0	104.3	.	102.0	104.0
- CCOC1(OCC)CCN(c2nc(CO)ncc2-c2ccc(C(F)(F)F)cc2)CC1
  .	104.2	97.4	.	100.5	98.5	99.4	100.5
- CC(=O)OCC(=O)[C@@]1(O)[C@H](C)C[C@H]2[C@@H]3C=C(C)C4=Cc5c(cnn5-c5ccc(F)cc5)C[C@]4(C)[C@H]3[C@@H](O)C[C@@]21C
  28.5	34.5	-47.3*	24.4	-11.8*	32.6	16.7	6.7*
- CCCNC1(C(N)=O)CCN(Cc2ccccc2)CC1
  108.5	116.5	111.1	110.4	101.3	96.7	108.2	133.4
- Cc1ccc(NC(=O)c2ccc(CN3CCOCC3)c(C(F)(F)F)c2)cc1Oc1ccc(-c2[nH]nc3ncnc(N)c23)cc1
  65.6	47.8	16.3	50.8	86.9	.	65.1	47.8
- COc1ccc(-c2cc(-c3ccc(N)cc3)[nH]c(=O)c2C#N)cc1[N+](=O)[O-]
  103.4	120.3	90.1	51.5	82.9	121.0	104.4	102.3
- CCOC(=O)C1CN(C)C(=O)C1=O (stereo unspecified)
  101.6	104.8	99.7	99.9	102.9	.	105.6	91.8
- Clc1ccc(-c2nnc(Cc3nc4ccccc4nc3Cl)o2)cc1
  79.7	110.5	95.9	93.3	100.1	97.5	110.7	94.8
- CCOC(=O)C(Cc1ccc(O)cc1)NC(=O)c1cc2c(cn1)[nH]c1ccccc12 (stereo unspecified)
  102.5	102.8	97.1	105.4	113.6	99.8	78.3	86.6
- CCC(=O)Nc1cccc([N+](=O)[O-])c1
  103.7	107.6	97.6	97.3	98.8	105.8	91.6	95.2

Retrieved by structure from the list above:
The line under a structure holds: EKVX	SK-MEL-28	SK-MEL-5	HOP-92	HOP-62	M14	A549/ATCC	CCRF-CEM
- O=C1CC2(CCCCC2)Oc2ncccc21
  100.1	113.4	104.1	110.0	104.3	.	102.0	104.0
- CCOC1(OCC)CCN(c2nc(CO)ncc2-c2ccc(C(F)(F)F)cc2)CC1
  .	104.2	97.4	.	100.5	98.5	99.4	100.5

(list continues)
The line under a structure holds: EKVX	SK-MEL-28	SK-MEL-5	HOP-92	HOP-62	M14	A549/ATCC	CCRF-CEM
- COc1ccc(OC)c(-n2cc(C#N)c(N)c2C(=O)c2ccc(C)cc2)c1
  97.9	101.9	99.6	.	103.7	105.4	96.8	111.5
- CN1CCN(C(=O)c2ccc3cc(CCNc4ncnc5ccc(C#N)cc45)ccc3c2)CC1
  75.1	99.2	27.1	74.9	64.7	79.5	79.6	74.0
- Cc1ccc(F)cc1NC(=O)c1cc(Cl)ccc1Nc1ccccc1
  .	89.6	70.9	75.9	83.9	45.1	42.3	45.8
- CCCN1C(=O)[C@H]2Cc3c([nH]c4ccccc34)[C@H](C)N2C1=S
  100.0	92.6	100.8	99.6	74.6	98.2	84.3	95.6
- Cc1nnc(/N=C2\NC(=O)/C(=C/c3ccc(N(C)C)cc3)S2)s1
  82.8	69.2	42.7	85.1	65.8	51.1	63.5	62.6
- S=C(S)N1CCCC1
  99.0&114.4	107.2&95.1	67.8&79.7	88.0&91.9	100.5&124.1	101.3&93.8	58.4&70.6	70.7&65.5
- Fc1ccc2[nH]cc(-c3nc(-c4c[nH]c5ccncc45)cs3)c2c1
  -45.7*	-92.1*	-94.6*	28.6	-73.6*	-66.4*	-41.7*	-19.2*
- CCN(c1ccccc1)S(=O)(=O)c1cc(NC(=O)CCC(=O)O)ccc1N
  110.7	116.3	99.1	96.5	103.5	96.8	94.7	93.3
- COc1cc(NCC(C)(O)CN(CC(C)C)CC(C)C)c2nc(C)ccc2c1 (stereo unspecified)
  91.5	99.3	86.4	79.8	92.5	91.5	91.0	85.4
- CC(C)(C)c1ccc(NS(=O)(=O)c2ccc3nc(NC(=O)c4cnccn4)[nH]c3c2)cc1
  58.6	45.8	13.4	36.7	53.4	35.1	38.8	7.8*
- Cc1cc(O)ccc1C1=NN(c2ccc(S(N)(=O)=O)cc2)C(=O)CC1
  52.6	58.0	25.2	89.7	80.2	29.7	43.9	46.2
- O=S(=O)(NCc1ccccc1)c1cccc(N=Cc2ccccc2O)c1
  104.0	109.7	105.1	93.7	106.3	104.0	94.0	108.7
- N#C/C(=C\c1ccc(-c2ccccc2Cl)o1)C(=O)Nc1ncc(Cc2cc(Cl)ccc2Cl)s1
  101.5	96.4	94.0	71.0	120.9	85.7	60.1	64.0
- COc1cccc(OC)c1OC(=O)c1ccccc1
  95.8	98.2	96.0	82.5	109.7	108.7	96.5	92.7
- CN(C)c1ccc(/C=N/O)cc1
  95.3	95.8	103.8	101.8	91.7	100.6	91.0	105.4
- COC(=O)[C@@H](Cc1ccccc1)NC(=O)[C@H](CCSC)NC(=O)[C@@H]1CCCN1C(=O)CNC(=O)[C@H](C)NC(=O)OCc1ccccc1
  100.0	113.6	107.3	103.8	113.6	103.2	104.0	117.7
- CCOC(=O)c1c(NCC(=O)Nc2ccc(Cl)cc2)sc2c1CCCC2
  93.6	103.3	100.6	102.8	97.4	96.4	97.8	101.0
- CSc1nc(NC(=O)CCl)cc(=O)[nH]1
  111.4	107.3	99.1	110.8	113.8	88.5	95.9	78.8
- Clc1ccc(N=Cc2ccccc2)cn1
  .	124.4	95.4	.	98.1	98.4	102.7	95.4
- O=C(Oc1ccc[nH]c1=O)C1CC1
  .	113.0	94.8	103.8	102.8	104.3	99.1	95.7
- O=C1NC(=O)C(=Cc2ccc(OCC(=O)N3CCCC3)cc2)C(=O)N1
  103.7	108.4	101.6	111.2	101.9	109.2	100.1	101.1
- COc1ccc(Nc2nc(SC)nc(-c3cccc([N+](=O)[O-])c3)c2C#N)cc1
  70.5	84.9	70.9	61.3	44.5	74.9	31.4	114.0
- C#Cc1nc(/C=C/C=C/C(=O)NO)cs1
  97.2	83.1	81.3	103.6	100.7	79.4	75.9	16.8
- O=C(O)c1ccccc1NC1SC(=O)N(c2ccccc2)C1=O (stereo unspecified)
  .	105.7	95.5	96.1	101.3	98.7	97.6	.
- COc1ccc(CCn2c(=N)c(C(=O)NCc3cccnc3)cc3c(=O)n4cccc(C)c4nc32)cc1
  .	87.8	89.2	72.4	87.1	36.3	78.1	68.3
- O=C1C=CC(=O)N1C1CCCCC1
  106.4	105.7	101.7	106.9	97.8	100.8	83.6	112.8
- CCCCNC(=O)Oc1ccc(/C(=C(/CC)Cc2ccccc2)c2ccc(OCCN3CCCC3)cc2)cc1
  78.4	95.5	92.0	73.6	97.3	94.7	101.3	106.5

High-throughput results deposited in PubChem BioAssay by NCI.
